Source: PubChem BioAssay
APJ antagonist: antagonists of human APJ apelin receptor; P35414; CHO-K1 APJ beta-arrestin complementation, luminescence; inhibition, % at 20 µM; actives 0.32% (n = 330,000); AID 2521;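 active = inhibition above about 40% at 20 µM, limit read from the data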;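 note: cells challenged with 10 nM apelin-13 agonist together with compound; plate controls were apelin-13 plus DMSO wells for no effect and DMSO wells lacking apelin-13 for full effect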
Target sequence (P35414 whole entry, looked up): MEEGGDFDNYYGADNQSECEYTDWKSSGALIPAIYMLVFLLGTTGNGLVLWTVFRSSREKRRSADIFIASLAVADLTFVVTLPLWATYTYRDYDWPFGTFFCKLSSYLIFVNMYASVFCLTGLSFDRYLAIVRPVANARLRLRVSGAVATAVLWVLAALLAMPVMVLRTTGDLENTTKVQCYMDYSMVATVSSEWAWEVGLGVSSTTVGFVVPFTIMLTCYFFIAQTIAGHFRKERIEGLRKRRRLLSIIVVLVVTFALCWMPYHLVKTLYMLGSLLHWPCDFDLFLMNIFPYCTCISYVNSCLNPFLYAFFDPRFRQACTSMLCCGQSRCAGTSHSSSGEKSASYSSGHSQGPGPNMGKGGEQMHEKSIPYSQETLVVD
CXCR6 block: blocks human CXCR6 beta-arrestin recruitment; O00574; CHO-K1 PathHunter CXCR6 beta-arrestin, luminescence; inhibition, % at 20 µM; actives 0.36% (n = 360,000); AID 602244; in the data active = inhibition above about 34%, passing the limit was not always enough;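 note: antagonist mode with CXCL16 agonist at 10 nM final; 0% = 10 nM CXCL16 with DMSO and 100% = unstimulated wells without agonist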
Target sequence (O00574 whole entry, looked up): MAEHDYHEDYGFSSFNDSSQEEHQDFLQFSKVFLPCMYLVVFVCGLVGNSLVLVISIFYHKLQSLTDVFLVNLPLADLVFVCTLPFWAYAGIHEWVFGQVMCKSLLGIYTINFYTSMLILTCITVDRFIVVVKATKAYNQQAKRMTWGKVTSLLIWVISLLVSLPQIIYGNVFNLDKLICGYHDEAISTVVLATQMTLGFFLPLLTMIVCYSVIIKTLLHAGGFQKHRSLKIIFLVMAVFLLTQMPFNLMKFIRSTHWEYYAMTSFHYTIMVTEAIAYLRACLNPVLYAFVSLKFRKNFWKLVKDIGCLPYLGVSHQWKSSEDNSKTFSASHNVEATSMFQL
CCR6 antagonist: CCR6 (human) receptor antagonism. CHO-K1 CCR6 PathHunter beta-arrestin, luminescence, CCL20-stimulated. P51684. inhibition, % at 20 µM. actives 0.49% (n = 340,000). AID 493098;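 active = compounds whose inhibition of the agonist-driven luminescence signal at 20 µM reaches about 50%, limit read from the data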;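 note: cells stimulated with CCL20 at 14 nM final; plate controls were DMSO with CCL20 for no effect and DMSO without agonist for full effect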
EBI2 block: antagonists of human EBI2 receptor; inhibition, % at 5 µM; P32249; AID 651636; EBI2 beta-arrestin recruitment, luminescence, 7a,25-OHC stimulated; actives 0.81% (n = 360,000); in the data active = inhibition above about 38%;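 note: enzyme fragment complementation signal reports receptor beta-arrestin coupling in cells; 0% = agonist plus DMSO wells and 100% = wells without agonist; some results beyond the cut were filed as inactive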
XBP1 UPR activ: activators of adaptive arm of unfolded protein response (XBP1); CHO-XBP1 luciferase reporter, IRE1-XBP1 UPR activation, luminescence; percent of tunicamycin response, DMSO as zero; AID 463104; actives 0.33% (n = 330,000); activation, % at 20 µM;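 active = versus positive control, 20 µM dose yields 30% or more activation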;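 note: 100% = tunicamycin at 10 µg/mL and 0% = DMSO only wells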
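Test system: CHO-XBP1 luciferase reporter cells | Buffer or medium: Serum-containing F12 medium, 10% FBS | Schedule: 6 h compound exposure at 37 °C, 5% CO2 | Detection: Steady-Glo luciferase glow luminescence, 10 min after reagent addition | Read-out basis: Activation, % of tunicamycin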
APJ agonist: APJ receptor agonism; AID 2520; activation, % at 20 µM; CHO-K1 APJ PathHunter beta-arrestin, luminescence; 0% DMSO wells, 100% apelin; actives 0.11% (n = 330,000);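 active = activation more than six SD over the plate average, tested at 20 µM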;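 note: 0% = DMSO alone and 100% = apelin-13 at 10 nM; some results filed as inactive read as strong as hits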
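system = engineered CHO-K1 APJ arrestin reporter cells | input = 1000 cells per well | timing = overnight seeding, 90 min compound at 25 °C, 1 h detection | measured by = enzyme-fragment complementation luminescence | read-out = beta-arrestin recruitment to APJ as agonist activity, luminescent signal | control set = negative DMSO alone, positive Apelin-13 at 10 nM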
tim23-1 inh: inhibits growth of tim23-1 mutant yeast; S. cerevisiae tim23-1 growth, BacTiter-Glo luminescence, 24 h; inhibition, % at 20 µM; actives 1.3% (n = 330,000);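 active = growth inhibition of the mutant yeast at or above 50%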;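 note: temperature-sensitive mutant grown at 25 °C; plate controls were DMSO-treated mutant yeast for no effect and medium wells lacking yeast for full effect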
Mdm2 MdmX PPI: inhibitors of human Mdm2/MdmX interaction; O15151+Q00987; SaOS-2 split-luciferase Mdm2/MdmX complementation, luminescence; inhibition, % at 8 µM; actives 3% (n = 330,000);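 active = inhibition of at least 50% at 8 µM in the primary screen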
CHOP UPR activ: apoptotic UPR (CHOP) activation; CHO-CHOP luciferase reporter, luminescence; percent of tunicamycin response over DMSO baseline; activation, % at 10 µM; actives 0.34% (n = 330,000);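 active = at 10 µM dose, activation of 40% or more, normalized to positive control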;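 note: 100% = tunicamycin at 10 µg/mL and 0% = DMSO alone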
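Assay system: CHO cells with stable CHOP pathway luciferase reporter; Buffer or medium: F12 plus 10% serum; Times: 16-18 h cell attachment, then 6 h compound exposure, 37 °C; Signal: luciferase luminescence; Read-out basis: percent activation relative to tunicamycin control; Control set: tunicamycin high control, DMSO low control.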
* = called active by the depositor. Not all compounds are listed (hit frequency here may not be typical).

SMILES,APJ antagonist,CXCR6 block,CCR6 antagonist,EBI2 block,XBP1 UPR activ,APJ agonist,tim23-1 inh,Mdm2 MdmX PPI,CHOP UPR activ
Cn1c(=O)c2c(ncn2CC(=O)N/N=C/C(Cl)=C/c2ccccc2)n(C)c1=O,7,-4,14,2,1,-2,13,13,-0.2
CC(c1ccco1)N(C(=O)c1ccc(C#N)cc1)c1ccccn1 (stereo not given),-1,1,5,-9,5,1,18,-18,-2.4
N#Cc1c(N)nc2c(c1-c1ccc3c(c1)OCO3)CCCCCC2,12,12,-3,12,2,-7,25,19,4.5
CCCC(=O)Nc1sc(-c2ccccc2)c(-c2ccccc2)c1C(=O)O,-10,-7,4,2,-1,1,24,-17,1.2
Cc1ccc(S(=O)(=O)N(C)C)cc1-n1c(SCC(=O)Nc2ccc(F)cc2)nc2ccccc2c1=O,-7,0,17,20,-3,-4,16,17,1.0
CC1=CS(=O)(=O)CC1Sc1nc2ccccc2[nH]1 (stereo not given),14,-4,-6,-9,0,-4,-9,15,0.3
O=S(=O)(N/N=C1/CCCc2ccccc21)c1ccc(Br)cc1,-2,-1,-1,-5,-2,-3,28,-3,-0.4
CCOC(=O)Cn1c(=NC(=O)c2nc3ccccc3s2)sc2cc(S(N)(=O)=O)ccc21,9,4,3,11,7,1,4,63*,-0.4
O=C(NCC1CCS(=O)(=O)C1)Oc1ccccc1 (stereo not given),8,7,-11,4,0,-3,8,13,-0.5
O=c1c2ccccc2nnn1Cc1ccc(Br)cc1,8,1,5,3,4,1,-2,19,1.2
CCc1ccccc1NC(=O)c1cc(-c2ccc(F)cc2)on1,4,-3,2,-3,1,-4,-1,-4,2.9
CN(CCc1ccccc1)C1CCCN(S(=O)(=O)N(C)C)C1 (stereo not given),2,3,18,-2,-4,0,-9,-11,0.4

(listing goes on)
SMILES,APJ antagonist,CXCR6 block,CCR6 antagonist,EBI2 block,XBP1 UPR activ,APJ agonist,tim23-1 inh,Mdm2 MdmX PPI,CHOP UPR activ
O=C(Oc1ccc(-c2ccccc2)cc1)C1C2CCCCC21 (stereo not given),8,-4,-7,-1,3,-1,-1,12,11
O=S1CCCSC1c1cccnc1 (stereo not given),9,-1,-8,3,0,-2,20,4,0.1
CCOC(=O)c1ccc(Oc2ccc(C(F)(F)F)cn2)cc1,3,-3,12,-1,2,-2,3,13,1.6
Cn1c(CCC(=O)Nc2ccccc2F)nnc1SCC(=O)Nc1ccccc1Cl,12,-6,-2,5,-2,1,3,16,-1.3
N#C/C(=C\c1ccc([N+](=O)[O-])cc1)c1ccccn1,-36,3,-5,4,3,4,65*,-52,3.2
Cc1cccc(NC(=O)CSc2nnnn2-c2cccnc2)c1,11,-2,-2,-2,-1,-1,10,11,-2.2
COc1ccc(-c2cc(C(F)F)n3ncc(C(=O)Nc4cc(C)on4)c3n2)cc1,-4,9,14,-6,6,-2,-12,59*,-0.3
Cc1ccc(-n2c(C)cc(C(=O)CN3CCOCC3)c2C)cc1C,10,5,-6,1,0,-3,12,23,0.4
CC(C)(C)N/N=C1\CC(c2ccccc2)Oc2ccccc21 (stereo not given),12,-14,36,12,1,-2,7,11,0.5
O=C(OCC(=O)c1c[nH]c2ccccc12)c1cccc([N+](=O)[O-])c1,-15,-7,-6,6,1,0,11,-21,5.9
CCOc1ccc(/C(CCC(=O)O)=N/NC(=S)NCCc2ccccc2)cc1,-5,3,6,-6,0,-4,10,-11,-0.6
O=C(NCc1ccccn1)c1ccccc1OCc1ccc(F)cc1,33,2,4,7,-3,-5,15,13,-0.3

Grouped by structure: the compounds so far with a COOH group (2)
SMILES,APJ antagonist,CXCR6 block,CCR6 antagonist,EBI2 block,XBP1 UPR activ,APJ agonist,tim23-1 inh,Mdm2 MdmX PPI,CHOP UPR activ
CCCC(=O)Nc1sc(-c2ccccc2)c(-c2ccccc2)c1C(=O)O,-10,-7,4,2,-1,1,24,-17,1.2
CCOc1ccc(/C(CCC(=O)O)=N/NC(=S)NCCc2ccccc2)cc1,-5,3,6,-6,0,-4,10,-11,-0.6

The list continues.
Values run as follows: APJ antagonist	CXCR6 block	CCR6 antagonist	EBI2 block	XBP1 UPR activ	APJ agonist	tim23-1 inh	Mdm2 MdmX PPI	CHOP UPR activ
CCCCN(C(=O)NC(=O)Nc1cccc(C)c1C)S(C)(=O)=O
→ 0	-4	-5	-8	-2	2	5	21	0.4
Cc1ccc(C(C(=O)NC2CCCCC2)N2CCN(C(=O)c3ccco3)CC2)cc1 (stereo not given)
→ -2	8	14	-11	-2	0	22	7	2.1
CCc1[nH]nc(C(=O)N2CCCC(Nc3ccc(C(C)C)cc3)C2)c1C (stereo not given)
→ 18	-9	12	4	-1	-5	21	31	-0.9
CCOc1ccccc1NC(=O)C1CC(=O)n2ncnc2N1 (stereo not given)
→ 8	-6	-3	5	-1	-5	24	1	2.8
Cn1c(CCN2CCCCC2)nc2cc(NC(=O)C3CCCCC3)ccc21
→ 4	0	0	1	0	8	13	23	4.1
CN(C)/C=C1\C(=O)N(c2ccc(Oc3ccccc3)cc2)CS1=O (stereo not given)
→ 14	-4	-1	-7	-2	-2	-2	-24	0.0
O=C(C[n+]1cccc2ccccc21)c1ccc(Br)cc1
→ 10	8	2	5	-3	-6	19	12	-0.8
COc1ccc(Br)cc1S(=O)(=O)Nc1cccc(C)n1
→ 0	-1	-1	-4	0	-4	15	28	-0.7
Cc1ccc(-c2cc(C(=O)Nc3ccc(S(=O)(=O)Nc4onc(C)c4C)cc3)[nH]n2)c(O)c1
→ 3	2	11	-20	-1	-2	21	4	0.3
O=C(Cn1cnc([N+](=O)[O-])n1)N/N=C/c1ccc(O)cc1O
→ -39	-14	-2	3	-3	-2	5	7	-0.4

(further entries)
Values run as follows: APJ antagonist	CXCR6 block	CCR6 antagonist	EBI2 block	XBP1 UPR activ	APJ agonist	tim23-1 inh	Mdm2 MdmX PPI	CHOP UPR activ
COc1ccccc1CNS(=O)(=O)c1ccc2c(c1)N(C(C)=O)CC(C)S2 (stereo not given)
→ 4	-8	-10	0	-6	4	21	8	0.9
Cc1ccc(N2CCN(C(=O)C3CCCN(c4ncnc5c4nc4n5CCCCC4)C3)CC2)c(C)c1 (stereo not given)
→ -41	-10	-11	-5	4	21	33	72*	6.2
O=C(C1CCCN1C(=O)c1cccs1)N1CCN(Cc2ccc3c(c2)OCO3)CC1 (stereo not given)
→ 12	-3	-2	-2	-1	1	18	5	-0.3
O=C(Cn1c(-c2cscn2)nc2ccccc21)Nc1ccc2ccccc2c1
→ 8	5	5	3	-2	-3	2	18	-0.1
CC1CCCN(S(=O)(=O)c2ccc(C(=O)Nc3nnc(-c4ccncc4)o3)cc2)C1 (stereo not given)
→ -6	-11	-7	6	-1	-3	8	28	1.2
Cc1ccsc1CN(C)C(=O)CN1C(=O)NC(c2ccccc2)(c2ccccc2)C1=O
→ 6	9	6	1	-5	-4	16	20	-0.3
O=C(c1ccc(OC2CCN(Cc3cccc(OCCO)c3)CC2)cc1)N1CCCC1
→ -7	1	-3	-5	-3	-7	4	8	0.8
O=C(N/N=C/c1ccc([N+](=O)[O-])cc1)c1cccc(N2CCCC2=O)c1
→ -49	-13	1	6	-2	8	-17	23	0.7
COc1ccc(N(CC(=O)N2CCN(Cc3ccccc3)CC2)S(C)(=O)=O)cc1Cl
→ -9	-4	3	0	1	-1	15	14	0.3
COc1ccccc1-n1nnnc1S(=O)(=O)Cc1ccc(Cl)cc1
→ 15	22	17	12	-5	-4	36	99*	23

By substructure, the compounds so far containing a thiophene ring, fused or not.
Values run as follows: APJ antagonist	CXCR6 block	CCR6 antagonist	EBI2 block	XBP1 UPR activ	APJ agonist	tim23-1 inh	Mdm2 MdmX PPI	CHOP UPR activ
CCCC(=O)Nc1sc(-c2ccccc2)c(-c2ccccc2)c1C(=O)O
→ -10	-7	4	2	-1	1	24	-17	1.2
O=C(C1CCCN1C(=O)c1cccs1)N1CCN(Cc2ccc3c(c2)OCO3)CC1 (stereo not given)
→ 12	-3	-2	-2	-1	1	18	5	-0.3
Cc1ccsc1CN(C)C(=O)CN1C(=O)NC(c2ccccc2)(c2ccccc2)C1=O
→ 6	9	6	1	-5	-4	16	20	-0.3

Further records:
Values run as follows: APJ antagonist	CXCR6 block	CCR6 antagonist	EBI2 block	XBP1 UPR activ	APJ agonist	tim23-1 inh	Mdm2 MdmX PPI	CHOP UPR activ
CCN(CC)C(=O)OCc1c(-c2ccccc2)ncc2ccccc12
→ 3	7	1	5	0	-3	40	-8	5.2
CC(C)CC(NC(=O)c1ccco1)C(=O)Nc1ccc2c(c1)OCCO2 (stereo not given)
→ 19	2	-5	-12	-5	-2	16	31	-3.5
CCn1ncc(Br)c1C(=O)Nc1cccc(F)c1
→ -26	-10	5	3	0	-1	23	-1	1.2
CC1CCCC(C(=O)O)N1C(=O)CCSSCCC(=O)N1C(C)CCCC1C(=O)O (stereo not given)
→ -11	-4	4	-1	2	10	3	-20	-1.1
O=C(O)C1CCN(Cc2cccnc2)CC1
→ -5	4	-10	-8	-3	-3	-3	19	-2.1
CC(=O)Nc1ccc(N=NN2CCOCC2)cc1
→ -15	-15	1	0	-1	-3	1	23	3.2
